From PubChem BioAssay
3T3 cytotox: cytotoxic compounds in NIH 3T3 cells; NIH 3T3 viability, CellTiter-Glo ATP luminescence, 48-72 h; Potency, µM (titrated, usually from 96.7 µM), for the others: top-dose activity change, negative = cytotoxicity, usual class: inhibitors; 94,000 tested, 4.3% active; AID 1345082; note: potency is the fitted concentration of half-maximal effect; nearly all actives have a fitted effect of over 55% in size
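Cells were seeded at 400 per well, treated with pin-transferred compound, and kept 48 or 72 hr at 37 °C before CellTiter-Glo addition and luminescence imaging of cellular ATP.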
IP6K1 inhibitor: IP6K1 kinase inhibition. Q92551. 140,000 tested, 0.81% active. IP6K1 kinase, ADP-Glo luminescence, 2 h; active compounds read low. activity change, % (series mostly up to about 58 µM); in the data active = activity change below about -25%
Target sequence (Q92551 whole entry, looked up): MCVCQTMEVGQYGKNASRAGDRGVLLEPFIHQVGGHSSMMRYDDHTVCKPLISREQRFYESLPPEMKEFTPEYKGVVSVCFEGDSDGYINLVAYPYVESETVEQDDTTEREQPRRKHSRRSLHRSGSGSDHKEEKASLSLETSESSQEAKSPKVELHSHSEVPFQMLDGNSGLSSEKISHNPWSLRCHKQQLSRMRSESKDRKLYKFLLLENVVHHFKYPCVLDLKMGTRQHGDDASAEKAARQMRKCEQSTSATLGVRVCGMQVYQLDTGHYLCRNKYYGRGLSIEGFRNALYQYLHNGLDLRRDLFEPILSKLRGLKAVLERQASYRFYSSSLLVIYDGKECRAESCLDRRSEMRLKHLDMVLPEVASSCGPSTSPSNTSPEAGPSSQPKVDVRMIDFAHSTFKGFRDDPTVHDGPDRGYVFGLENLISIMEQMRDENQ
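ADP-Glo luminescence measures ADP made by human IP6K1 during a 2 h RT reaction with ATP/IP6 (mix at 1.3 mM/130 uM); top library doses 57.5 and 19.1 uM final.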
SNCA viab count: cell viability loss counter-screen | Potency, µM (highest dose often 57.1 µM), for the others: at the top dose activity change, negative = cytotoxicity, hits mostly cytotoxic | HEK-293-SNCA-luc viability, GF-AFC fluorescence, 24 h | 150,000 tested, 0.12% active;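 note: potency is the fitted concentration of half-maximal effect; 0% = DMSO-treated cells and -100% = medium-only wells without cells; nearly all actives have a fitted effect of over 30% in size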
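Cytotoxicity counterscreen: after 24 h compound treatment of genome-edited SNCA-luciferase HEK-293 cells, live-cell protease substrate GF-AFC read by fluorescence after 30 min; activity scaled between DMSO (0%) and medium-only (-100%), curves Hill-fitted.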
SNCA expr inhib: SNCA gene expression inhibition; HEK-293 SNCA-luciferase knock-in, luminescence, 24 h; Potency, µM (doses to about 57.2 µM), inactives show at the highest dose activity change, negative = inhibition, hits mostly inhibitors; 140,000 tested, 0.17% active;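 note: potency is the fitted concentration of half-maximal effect; plate controls were DMSO cells for no effect and cell-free wells for full effect; nearly all actives have a fitted effect of over 45% in size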
Luciferase inh: blocks purified firefly luciferase enzyme activity; purified P. pyralis luciferase, luminescence, biochemical; Potency, µM (top dose mostly 115 µM), for inactives: top-dose activity change, negative = inhibition, usual class: inhibitors; 76,000 tested, 2.5% active; P08659; note: potency is the fitted concentration of half-maximal effect; nearly all actives have a fitted effect of over 65% in size
Target sequence (P08659 whole entry, looked up): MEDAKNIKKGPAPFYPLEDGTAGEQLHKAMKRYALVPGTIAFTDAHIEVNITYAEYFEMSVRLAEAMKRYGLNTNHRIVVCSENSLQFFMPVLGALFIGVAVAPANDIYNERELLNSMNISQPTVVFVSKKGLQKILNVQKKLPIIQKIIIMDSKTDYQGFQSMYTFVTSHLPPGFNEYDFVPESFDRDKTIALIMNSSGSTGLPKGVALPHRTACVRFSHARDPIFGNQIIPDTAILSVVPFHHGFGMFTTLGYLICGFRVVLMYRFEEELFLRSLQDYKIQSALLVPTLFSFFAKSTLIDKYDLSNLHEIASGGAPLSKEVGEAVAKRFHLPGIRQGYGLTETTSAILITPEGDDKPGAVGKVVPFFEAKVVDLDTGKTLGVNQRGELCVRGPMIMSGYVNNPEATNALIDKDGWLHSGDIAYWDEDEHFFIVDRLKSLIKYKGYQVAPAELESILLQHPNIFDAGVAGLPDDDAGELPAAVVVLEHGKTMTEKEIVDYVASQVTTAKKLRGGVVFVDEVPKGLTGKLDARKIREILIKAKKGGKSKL
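Purified P. pyralis luciferase (10nM final) in 50mM Tris acetate pH 7.5, 10mM Mg acetate, 0.01% Tween-20, 0.05% BSA with 10uM D-luciferin and 10uM ATP. Compounds titrated qHTS. Luminescence imaged on CCD.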
HEK293 tox: HEK 293 cell cytotoxicity; HEK 293 viability, ATP luminescence (CellTiter-Glo), 48-72 h; Potency, µM (top dose mostly 115 µM), without a hit: at the highest dose activity change, negative = cytotoxicity, actives largely listed as inhibitors; 94,000 tested, 6.6% active; AID 1345083; note: potency is the fitted concentration of half-maximal effect; nearly all actives have a fitted effect of over 60% in size
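Viability of HEK 293 cells, plated at 250 cells/well, was judged by cellular ATP after compound treatment for 48 or 72 hr. Luminescence was imaged 10 min after CellTiter-Glo addition at room temperature.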
GPT2 inhibitor: blocks human glutamate pyruvate transaminase 2 | Q8TD30 | Recombinant GPT2, coupled pyruvate oxidase/HRP Amplex Red fluorescence | Potency, µM (top dose mostly 57.7 µM), inactives show at the top dose activity change, negative = inhibition, hits mostly inhibitors | 100,000 tested, 0.25% active; note: potency is the fitted concentration of half-maximal effect; nearly all actives have a fitted effect of over 60% in size; many of its hits are not listed in these tables
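Recombinant GPT2 (10ng/uL) with 250uM a-KG and 2mM L-alanine, 30 min at room temperature, in HEPES pH 7.5 buffer. Pyruvate detected by pyruvate oxidase/HRP/Amplex Red fluorescence after 30 min in the dark; AOA (50uM) as positive control.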
The depositor's hits bear a star; i = inactive; ? = inconclusive; · = not tested or not shown; [ ] = remark or other dose. Unless noted, calls come from the whole dose curve; as a rule, active = well fitted curve in the direction sought with a large enough effect; inconclusive = small, poorly fitted or top-dose-only effect, or another doubt; inactive = no such curve, though single readings can be large; an effect the other way counts as inactive or inconclusive. Unless noted, % is set by controls: 0 for no effect and ±100 for the full control effect.

Below each compound – 3T3 cytotox	IP6K1 inhibitor	SNCA viab count	SNCA expr inhib	Luciferase inh	HEK293 tox	GPT2 inhibitor
- CCCS(=O)(=O)N1CCC(CC(=O)NCc2ccccc2)C1 (stereo not given)
    1%	11	-1%[12.5 µM]	18%	-3%	7%	0%
- CCCCNC(=O)N1CCC2(CC1)C(=O)N(CC(=O)NC(C)c1ccccc1)CN2c1ccccc1 (stereo not given)
    -12%	13	-4%	1%	1%	?	i
- CC1=C(C(=O)NCC2Cn3cccc3C(=O)N2Cc2ccccc2)C2(CCCCC2)OC1=O (stereo not given)
    -11%	-5	-2%	6%	6%	-5%	-13%
- CCOc1ccc(C(=O)Nc2ccccc2C(=O)OCc2cc(=O)n3nc(C4CC4)sc3n2)cc1
    ·	-1	8%	19%	·	·	·
- COc1cc2c(cc1C(=O)N1CCNCC(O)C1)CCC2 (stereo not given)
    -11%	2	5%	-6%	0%	-16%	-14%
- CCC(CC)C(=O)N1CCCC(c2noc(COC)n2)C1 (stereo not given)
    i	10	11%[12.5 µM]	-14%	-2%	15%	5%
- CC(=O)N1CCc2c(sc3c2c(=O)n(-c2ccc(C)cc2)c(=O)n3CC(=O)Nc2ccccc2)C1
    ·	30	-20%	44%[activator]	·	·	·
- Cc1cccc(NC(=O)c2c(Br)sc3c2CCCC3)c1
    ·	8	-10%	52%[activator]	·	·	·
- Cc1ccc(C)c(N2CCN(C(=O)c3ccc4c(c3)N(Cc3ccc(F)cc3)C(=O)c3ccccc3S4=O)CC2)c1 (stereo not given)
    ·	16	-9%	-14%	·	·	·
- CO[C@@]1(C)C[C@@H](O)C12CCN(C(=O)CCn1c(C)cccc1=O)CC2
    i	4	3%	-10%	2%	i	i
- O=C(CCC[C@H]1NC[C@@H]2C[C@H]1CN(Cc1ccccc1)C2)NCc1ccc(N2CCOCC2)cc1
    -5%	-13	1%	14%	-10%	-5%	-2%
- COc1cccc(-c2ccnc(-c3nnc(C)n3CCN3CCOCC3)c2)c1
    -19%[138 µM]	-9	-3%[87.6 µM]	-5%[87.6 µM]	-8%[172 µM]	?	?
- OC[C@@H]1CNC[C@H]1C1CCN(Cc2cccc(C(F)(F)F)c2)CC1
    ?	1	0%[12.5 µM]	?	-4%	79µM*	i
- COCCN1C(=O)[C@H]2CN(Cc3cc(OC)ccc3OC)C[C@H]2C1=O
    -20%	-2	-2%	4%	-3%	-11%	i
- Cc1cc(C(F)(F)F)nn1CC(=O)NC1CCc2nnc(C3CC3)n2CC1 (stereo not given)
    2%	-2	4%	-4%	-7%	-1%	i

Entries of single compounds, quoted from the list. Values in the order: 3T3 cytotox | IP6K1 inhibitor | SNCA viab count | SNCA expr inhib | Luciferase inh | HEK293 tox | GPT2 inhibitor
Record of CC1=C(C(=O)NCC2Cn3cccc3C(=O)N2Cc2ccccc2)C2(CCCCC2)OC1=O (stereo not given) = -11% | -5 | -2% | 6% | 6% | -5% | -13%
Record of CCCCNC(=O)N1CCC2(CC1)C(=O)N(CC(=O)NC(C)c1ccccc1)CN2c1ccccc1 (stereo not given) = -12% | 13 | -4% | 1% | 1% | ? | i
Record of O=C(CCC[C@H]1NC[C@@H]2C[C@H]1CN(Cc1ccccc1)C2)NCc1ccc(N2CCOCC2)cc1 = -5% | -13 | 1% | 14% | -10% | -5% | -2%
Record of CCOc1ccc(C(=O)Nc2ccccc2C(=O)OCc2cc(=O)n3nc(C4CC4)sc3n2)cc1 = · | -1 | 8% | 19% | · | · | ·

(cont.)
Below each compound – 3T3 cytotox	IP6K1 inhibitor	SNCA viab count	SNCA expr inhib	Luciferase inh	HEK293 tox	GPT2 inhibitor
- CSc1ccc(-c2cccc(CN3CCC(NC(=O)c4ccccc4C)CC3)c2)cc1
    -23%	0	·	·	·	-35%	·
- CCNC(=O)c1cccc2c1CCN2C(=O)Nc1ccc(C)cc1
    ?	-6	7%	?	0.28µM*	?	1%
- CCc1ccc(NC(=O)Cn2c(C)ccc(NS(=O)(=O)c3ccc(C)cc3)c2=O)cc1
    -3%	3	2%	2%	-9%	-9%	i
- CC(C)c1cccc(NC(=O)CCn2ccn3nc4c(c3c2=O)CCCC4)c1
    ?	-6	-7%	-5%	-4%	?	i
- Cc1cccc(Cn2nnc3c(=O)[nH]c(C4CCN(C(=O)c5ccccc5F)CC4)nc32)c1
    ·	-1	4%	-7%	·	·	·
- O=C(NCC1CCN(c2cc(-c3ccccc3)[nH]n2)CC1)c1ccc(=O)[nH]c1
    3%	11	-7%	-19%	-3%	-4%	?
- CC(=O)N1CCN(c2ccc(OCc3nn(C)c(C)c3-c3cccc4c(CCCOc5cccc6ccccc56)c(C(=O)O)n(Cc5cccnc5)c34)cc2)CC1
    ·	·	-1%	20%	·	·	i
- Cc1ccccc1OCCSc1nc2ccc(NC(=O)c3cccs3)cc2s1
    ·	19	1%	1%	·	·	·
- CCOc1ccccc1NC(=O)C(CC)Sc1nc2ncccc2[nH]1 (stereo not given)
    ·	19	1%	13%	·	·	·
- Cc1oc(C2CCN(C(=O)CCC(=O)n3nc(C)c4ccccc43)CC2)nc1C(=O)N1CCCC1
    ?	0	-6%	-16%	·	?	i
- COc1cc(OC)c(NC(=O)Cn2c(=O)nc(-c3ccccc3)c3ccccc32)cc1Cl
    ·	6	0%	?	·	·	·
- COCCN1C[C@@H]2[C@H](c3ccccc31)[C@@H](CO)[C@@H](c1ccccc1)N2C(=O)COC(C)=O
    ?	14	·	·	·	-24%	·
- CS(=O)(=O)c1ccc(CN2CCN(c3ncc(F)cn3)CC2)cc1
    -17%	5	0%	-4%	0%	-17%	-17%
- CCOC(=O)CN1C(=O)CN(C(=O)Cc2ccccc2)CCC(OC)c2ccccc21 (stereo not given)
    ?	0	·	·	·	2%	·
- COc1ccc(C[C@H](NC(=O)C2=C[C@@H](NC(=O)CSCC(=O)O)[C@@H](O)[C@H](O)C2)C(N)=O)cc1
    1%	-6	2%	3%	1%	-2%	-10%
- Cc1ccc(-c2nnc(C3CN(C(=O)c4ccc(Cl)s4)CC34CCOCC4)o2)cc1 (stereo not given)
    -3%	15	?	7%	2%	?	i
- Cc1ccc(-c2nc3cc(NC(=O)c4cc5ccccc5o4)ccc3o2)cc1
    ·	10	-12%	103%[activator]	·	·	·
- Cc1ccc(NC(=O)c2oc3ccc(S(=O)(=O)N4CCC5(CC4)OCCO5)cc3c2C)c(C)c1
    ·	-16	6%	?	·	·	·
- CN1C[C@H](O)C[C@H]1c1nnc2n1CCN(C(=O)C1CCC1)CC2
    -6%	-9	4%	-12%	-10%	-17%	i
- CCC(=O)N1CCc2cc(S(=O)(=O)CCC(=O)NCc3ccc(F)cc3)ccc21
    ·	25	-19%	-9%	·	·	·
- COc1cc(C(=O)Nc2ccc(-c3cc(C(F)(F)F)nn3-c3ccccc3)cc2)cc(OC)c1OC
    ·	-14	0%	?	·	·	·
- COc1cccc(C(=O)N2CCOC[C@H](Oc3cccnc3)C2)c1
    i	1	3%[87.6 µM]	-16%[87.6 µM]	-4%[172 µM]	i	2%[88.5 µM]
- COc1ccc(Cl)cc1NC(=O)Cn1c(=O)n(CCCC(=O)NCCc2ccc(OC)c(OC)c2)c(=O)c2ccccc21
    ·	-6	?	-14%	·	·	·
- O=C(Cc1cccc(F)c1)N1CCC(Cc2nncn2Cc2ccccc2)C1 (stereo not given)
    -27%	8	13%	-17%	-10%	-6%	i
- Cc1cc(=O)n(CC(=O)Nc2ccc(C)c(C)c2)c(N2CCC(C)CC2)n1
    ?	5	-16%	?	-11%	?	i
- O=C(Nc1ccccc1)N1Cc2[nH]cnc2C[C@H]1c1nc(-c2ccc3c(c2)OCO3)no1
    ?	14	?	-21%[87.6 µM]	?	-26%[172 µM]	-6%[88.5 µM]
- COc1cccc(CNC(=O)[C@@H]2C[C@@H](O)CN2C2CCN(C(=O)c3cc(C)nn3C)CC2)c1
    ?	23	13%	1%	-8%	-11%	i
- CC(C)OCCCNC(=O)CC1=C2CCCCC2NC1=O (stereo not given)
    -7%	3	-7%	-29%	1%	-9%	i
- COc1ccccc1CNC(=O)Cc1csc2nc(-c3ccc(Cl)cc3)cn12
    ·	4	-18%	24%	·	·	·
- COc1ccc(CN2C(=O)COC[C@H]2C(=O)Nc2cc(F)ccc2C)c(OC)c1
    ?	11	2%	?	·	-2%	i
- O=C(NCCc1ccccc1F)c1ccc2nnc(Cc3ccco3)n2c1
    ?	-3	4%	0%	·	-13%	3%
- Cc1ccc(N2CC(NC(=O)c3ccco3)CC2=O)cc1 (stereo not given)
    ·	5	-3%	-5%	·	·	·
- Cn1c(Cn2ccnc2)nnc1C1CC(NC(=O)c2ccsc2)C1 (stereo not given)
    3%	3	2%	-9%	-6%	i	-16%
- CCc1ccc2ncc3c(-c4ccc(F)cc4)nn(CC(=O)NC4CCCCC4)c3c2c1
    ·	-13	-1%	5%	·	·	·
- COC(=O)C1=C(C)NC(=O)C1(NC(=O)c1ccc(Cl)cc1)C(F)(F)F (stereo not given)
    ·	0	3%	26%	·	·	·
- COC[C@@H]1CN(Cc2ccc(F)c(OC)c2)C[C@H]1C(=O)NC1CC1
    ?	-4	-28%	16%	-9%	-30%	-6%
- COc1ccc(-c2nc3sc(CCNC(=O)c4cc(OC)c(OC)c(OC)c4)c(C)n3n2)cc1
    ·	-13	?	119%[activator]	·	·	·
- Cc1cnc(C(=O)N2CCCCCCNC(=O)[C@@H]3CCCC[C@@H]32)cn1
    1%	-4	-13%	-22%	2%	3%	i
- COc1ccccc1Nc1nc(C)nc(N)c1S(=O)(=O)c1ccccc1
    ·	-4	-5%	1%	·	·	·

Of the compounds above, these contain a COOH group.
Below each compound – 3T3 cytotox	IP6K1 inhibitor	SNCA viab count	SNCA expr inhib	Luciferase inh	HEK293 tox	GPT2 inhibitor
- CC(=O)N1CCN(c2ccc(OCc3nn(C)c(C)c3-c3cccc4c(CCCOc5cccc6ccccc56)c(C(=O)O)n(Cc5cccnc5)c34)cc2)CC1
    ·	·	-1%	20%	·	·	i
- COc1ccc(C[C@H](NC(=O)C2=C[C@@H](NC(=O)CSCC(=O)O)[C@@H](O)[C@H](O)C2)C(N)=O)cc1
    1%	-6	2%	3%	1%	-2%	-10%

The list is partial; count on the stated rates, not on these rows.
